P. falciparum M17LAP: P. falciparum M17LAP inhibitors, primary screen, biochemical, fluorogenic H-Leu-NHMec substrate, 1536-well (AID 1619); hit rate 0.38% among 220,000; recombinant M17LAP, H-Leu-NHMec fluorogenic kinetic assay; higher % means a stronger effect; inhibition, % at 30 µM, or IC50 in µM where a hit was titrated;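 active = compound inhibiting the enzyme by more than half at any dose during confirmatory dose-response retesting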;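 note: plate controls were full reaction with DMSO carrier for no effect and no enzyme background for full effect; strong numbers were not always called active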
XIAP displacement: small molecules displacing peptide from XIAP – biochemical, IAP family, fluorescence polarization (AID 1018) | XIAP BIR domain, fluorescence polarization peptide displacement; higher % means a stronger effect | hit rate 0.007% among 200,000 | displacement, % at 20 µM; hits with a dose series show IC50 in µM; in the data active = displacement above about 50%; note: a part of the inactive calls stands beside numbers as strong as those of hits
NOD2 inhibition: inhibition of NOD2-driven NF-kB reporter – cell-based, luminescence, uHTS, HEK293 (AID 1566). HEK293 NOD2/NF-kB luciferase reporter, luminescence; higher % means a stronger effect. inhibition, % at 4 µM; hits with a dose series show EC50 in µM. hit rate 0.63% among 290,000; note: many of its hits are not listed in these tables
LYP phosphatase: inhibitors of LYP phosphatase, biochemical, fluorescence intensity, uHTS (AID 1779); recombinant LYP phosphatase, fluorescence intensity; higher % means a stronger effect; inhibition, % at 11.5 µM; hits with a dose series show IC50 in µM; hit rate 0.054% among 290,000;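 note: plate controls were vehicle with enzyme for no effect and no enzyme for full effect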
Lipid droplet: modulators of hepatic lipid droplet formation; AML12 mouse hepatocytes, oleate lipid droplets, BODIPY imaging; inhibition, % at 6.5 µM; hit rate 0.4% among 240,000; AID 1656;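 active = lipid droplet intensity inhibited by at least 50%, with more than 500 cells counted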
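Material – mouse AML12 hepatocyte cell line, fixed after treatment · Compound dosing – one dose, 6.5 µM compound · Times – compound with oleate, overnight · Measured by – Image-based BODIPY and DAPI two-channel analysis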
CSM14.1 death rescue: rescue of cells from ER stress-induced death, primary screen, 384-well, CSM14.1, thapsigargin, ATP luminescence (AID 1222). CSM14.1 thapsigargin-induced death rescue, ATP luminescence; higher % means a stronger effect. one-dose cellular ATP content (survival), % at 20 µM; EC50 in µM for titrated hits. 190,000 tested, under 10 active;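 active = EC50 below 50 µM in the dose-response confirmation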;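 note: death triggered by thapsigargin at about 15 µM added after 2 h compound pretreatment; cell ATP read after overnight thapsigargin exposure of roughly 18 to 22 hours; normalized against plate controls of thapsigargin alone and 5% DMSO vehicle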
AID2073: disruptors of CaV2.2 binding to Mint1 – biochemical, HTRF (AID 2073); HTRF protein-protein interaction, Mint1-CaV2.2; higher % means a stronger effect; one-dose inhibition, % at 20 µM; IC50 in µM for titrated hits; hit rate 0.19% among 290,000; in the data active = inhibition mostly above about 51%, no sharp cut-off; note: some results filed as inactive read as strong as hits
M1AAP inhibition: malaria alanyl aminopeptidase activity blockers – biochemical, fluorogenic H-Leu-NHMec substrate, 1536-well (AID 1445). recombinant M1AAP, H-Leu-NHMec fluorogenic kinetic assay; higher % means a stronger effect. hit rate 0.42% among 220,000. inhibition, % at 30 µM, or IC50 in µM where a hit was titrated;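 active = primary inhibition above the hit cutoff, then over 50% inhibition at one or more dose response concentrations, cut at about 23% in these data, passing the limit was not always enough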;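 note: plate controls were DMSO full reaction for no effect and no enzyme background for full effect; strong numbers were not always called active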
Siah-1 displacement: Siah-1 peptide-binding antagonists, primary screen, biochemical, fluorescence polarization, rhodamine-plectin, uHTS (AID 1817); displacement, % at 20 µM, or IC50 in µM where a hit was titrated; Siah-1 / rhodamine-plectin peptide fluorescence polarization; higher % means a stronger effect; hit rate 0.02% among 290,000;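 active = displacement of at least 50% at 20 µM, with a fluorescence ratio check between 0.3 and a set limit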;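 note: plate controls were Siah plus tracer with DMSO for no effect and tracer alone without Siah for full effect; strong numbers were not always called active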
Lipid droplet cells 6.5 µM: recorded beside Lipid droplet, whose call it bears; cell count; measured here: cell count, cytotoxicity flag;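 cells counted across two imaged fields per well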
Active calls of the source: *; x = not tested or not shown. Cut-off read from the data, not from the text of the source, unless noted: active = inhibition above about 50%; inactive = the rest.

Order of values: P. falciparum M17LAP	XIAP displacement	NOD2 inhibition	LYP phosphatase	Lipid droplet	Lipid droplet cells 6.5 µM	CSM14.1 death rescue	AID2073	M1AAP inhibition	Siah-1 displacement
[1] COc1ccc(CCNC(=O)COC(=O)c2ccc[nH]c2=O)cc1
→ 24%	-2.8%	0%	4%	-1	792	-1.4%	2%	1%	0%
[2] COc1cc(C(N)=O)cc(Br)c1OC
→ 23%	-5.5%	16%	0%	-9	721	x	3%	23%*	0%
[3] CC(C)NC(=O)c1ccc(-c2ccccc2C(F)(F)F)o1
→ -2%	-3.8%	-22%	-2%	-6	711	0.3%	1%	4%	4%
[4] O=S1(=O)CCN(Cc2ccc(F)cc2)CC1
→ 6%	-8.3%	4%	-7%	21	684	0.9%	-5%	2%	9%
[5] Cn1nccc1CNC(=O)c1ccnn1C
→ 2%	-8.1%	4%	-6%	8	706	-2.1%	1%	3%	1%
[6] CCn1c(SCC(=O)Nc2nccs2)nnc1-c1ccc(S(=O)(=O)N2CCCCCC2)cc1
→ -4%	-8.0%	12%	-6%	-27	586	-1.3%	-12%	-2%	-8%
[7] CC(=O)c1cccc(N(CC(=O)N2CCCC2)S(C)(=O)=O)c1
→ 1%	-0.1%	5%	2%	-1	726	-2.3%	1%	8%	3%
[8] Nc1nonc1-n1nnc(C(=O)N/N=C/c2ccccc2F)c1CN1CCc2ccccc21
→ x	x	9%	-1%	0	748	x	15%	x	-5%
[9] Cc1cc(C)cc(-n2c(SC(C)C(=O)NCc3ccc4c(c3)OCO4)nc3ccccc3c2=O)c1 (stereo not drawn)
→ -2%	-14%	5%	7%	-17	620	0.3%	0%	13%	4%
[10] Cc1ccc(C(=O)O)cc1NS(=O)(=O)c1ccc2c(c1)oc(=O)n2C
→ x	x	-4%	-3%	-2	826	x	11%	x	-5%
[11] CCNC(=O)C(C)NC(=O)C1=NN(c2ccccc2)C(=O)CC1 (stereo not drawn)
→ x	x	-11%	-7%	-24	743	x	-6%	x	3%
[12] CC(C)NC(=O)C1CCN(C(=O)c2ccc(-c3ccccc3)cc2)CC1
→ 17%	-12%	-2%	4%	10	782	4.1%	-3%	2%	3%
[13] CN(CCOc1ccc(Cl)cc1)Cc1cccc(S(=O)(=O)N(C)C)c1
→ x	x	48%	-6%	-30	754	x	-2%	x	5%
[14] Cc1cccc(NC(=O)CN2C(=O)NC(Cc3ccccc3)C2=O)c1 (stereo not drawn)
→ -5%	-17%	5%	-3%	2	724	-0.9%	-2%	9%	0%
[15] COc1ccc(Nc2ccncc2[N+](=O)[O-])cc1
→ 7%	-5.5%	41%	-3%	11	782	-2.0%	-18%	4%	13%

Part of the list above, with one line to a screen.
2	COc1cc(C(N)=O)cc(Br)c1OC
3	CC(C)NC(=O)c1ccc(-c2ccccc2C(F)(F)F)o1
assay / entry | 2 | 3
P. falciparum M17LAP | 23% | -2%
XIAP displacement | -5.5% | -3.8%
NOD2 inhibition | 16% | -22%
LYP phosphatase | 0% | -2%
Lipid droplet | -9 | -6
Lipid droplet cells 6.5 µM | 721 | 711
CSM14.1 death rescue | x | 0.3%
AID2073 | 3% | 1%
M1AAP inhibition | 23%* | 4%
Siah-1 displacement | 0% | 4%

Additional entries follow.
Order of values: P. falciparum M17LAP	XIAP displacement	NOD2 inhibition	LYP phosphatase	Lipid droplet	Lipid droplet cells 6.5 µM	CSM14.1 death rescue	AID2073	M1AAP inhibition	Siah-1 displacement
[16] O=C(Nc1ccc(C(=O)N2CCOCC2)cc1)c1cccc(Br)c1
→ x	x	8%	-6%	2	635	x	4%	x	0%
[17] COc1ccc(N2CC(C(=O)Nc3ccc([N+](=O)[O-])cc3Br)CC2=O)cc1 (stereo not drawn)
→ x	x	1%	-7%	13	745	x	-2%	x	-3%
[18] COc1cc(C=O)ccc1OC(=O)c1ccncc1
→ 1%	-5.6%	-2%	-8%	-27	586	-1.5%	-11%	7%	-3%
[19] CCOC(=O)c1cnn(-c2ccccc2)c1NC(=O)CSc1nnc(-c2cccs2)n1CC
→ -4%	-3.8%	6%	0%	0	797	-0.8%	0%	1%	2%
[20] CC(=O)C1=C(C)NC(=O)NC1c1cc(Br)ccc1OCC#N (stereo not drawn)
→ 20%	-14%	6%	-4%	19	704	-1.8%	12%	4%	-2%
[21] O=C(CSc1nc2c(c(=O)n1-c1ccc(Cl)cc1)SCC2)N1CCOCC1
→ 7%	4.5%	8%	-1%	-9	629	-0.7%	11%	9%	0%
[22] CCN(CC)c1ccc(NC(=O)c2cncc(Br)c2)cc1
→ -9%	-14%	-4%	0%	-15	675	x	-11%	9%	3%
[23] CCOc1cc(N2CCOCC2)c(OCC)cc1NC(=O)c1ccc(OC)cc1
→ 8%	-4.3%	17%	-6%	3	674	0.1%	-2%	3%	-3%
[24] O=C(N/N=C/c1ccc(-c2ccccc2C(=O)O)o1)c1cccs1
→ 54%	-4.9%	-2%	-4%	-2	695	-2.1%	14%	18%	-2%
[25] COc1ccc(C(=O)Nc2ccccc2C(=O)Nc2ccccn2)cc1
→ x	x	16%	-8%	-3	736	x	6%	x	-4%
[26] C=CCn1c(SCC(=O)Nc2c(C)cccc2C)nnc1-c1cnccn1
→ -2%	-3.9%	19%	-6%	x	x	0.4%	-1%	-10%	-1%
[27] Cc1cc(C(=O)O)c(C)n1Cc1ccncc1
→ -8%	x	-18%	-5%	-13	642	x	-4%	-6%	0%
[28] Cc1cc2nc3c(c(=O)n2[nH]1)CCCC3
→ 4%	-12%	5%	-2%	-4	724	-3.0%	3%	16%	2%
[29] Cc1ccccc1NC(=O)n1ncc2cc(Cl)ccc21
→ x	x	-21%	-8%	7	802	x	7%	x	1%
[30] Cc1ccc(NC(NC(=O)c2cccs2)C(Cl)(Cl)Cl)cc1C (stereo not drawn)
→ -3%	-6.1%	5%	9%	x	x	-0.6%	1%	14%	-3%
[31] C=CCc1c(O)c(CC)cc2c(C)cc(=O)oc12
→ -147%	x	22%	-36%	-2	762	x	47%	11%	-1%
[32] COc1ccc(/C=N/n2cnnc2SCc2ccc(OC)cc2)cc1
→ -12%	3.9%	3%	8%	-14	682	x	0%	2%	4%
[33] O/N=C\c1ccc(-c2ccccc2)o1
→ -11%	-2.2%	-19%	-5%	17	584	-2.4%	8%	6%	8%
[34] COc1cccc(-c2ccc(-c3noc(-c4cccs4)n3)c(OC)n2)c1
→ -11%	-7.3%	-1%	-2%	3	765	-1.0%	1%	36%	3%
[35] CCN(CC)CC(=O)N1c2ccccc2Oc2c(c(=O)n(C)c(=O)n2C)C1c1cccc([N+](=O)[O-])c1 (stereo not drawn)
→ -4%	x	14%	-9%	-1	716	x	0%	2%	-7%
[36] CC(=O)Nc1ccc(S(=O)(=O)NCC2CCC(C(=O)N3CCCCC3)CC2)cc1 (stereo not drawn)
→ x	x	3%	-5%	10	744	x	-3%	x	-3%
[37] COc1ccc(Cl)cc1N(C(C)=O)c1nc(C)cc(C)c1C#N
→ x	x	2%	-9%	-17	804	x	2%	x	3%
[38] Cc1cc(NS(=O)(=O)c2ccc(NC(=O)C(c3ccccc3)c3ccccc3)cc2)no1
→ -6%	1.3%	5%	4%	11	767	1.2%	-2%	-2%	1%
[39] O=C(O)CCCNc1c(C(=O)Nc2ccc(Cl)cc2)cc([N+](=O)[O-])cc1[N+](=O)[O-]
→ 14%	-4.6%	10%	2%	3	652	-0.4%	5%	13%	3%
[40] Cc1nnsc1NC(=O)OCC(C)C
→ -2%	-0.9%	-4%	5%	x	x	-1.3%	4%	0%	4%
[41] COc1ccccc1NC(=O)CN1CCN(CC(=O)Nc2ccc(F)cc2)CC1
→ 5%	-5.2%	-35%	-6%	-4	734	-0.1%	1%	3%	-2%
[42] Cc1onc(-c2ccccc2Cl)c1C(=O)Nc1cnn(Cc2ccccc2)c1
→ x	-5.3%	-19%	0%	-8	551	-2.5%	-12%	x	-3%
[43] CCc1cc(=O)oc2cc(OC(C)C(=O)NCC(O)c3ccccc3)c(Cl)cc12 (stereo not drawn)
→ x	x	-9%	0%	10	697	x	8%	x	3%
[44] N#C/C(=C(\O)c1cc(Cl)sc1Cl)c1nc2ccccc2[nH]1
→ x	x	33%	-10%	-12	686	x	10%	x	-10%
[45] Cn1cc(CN2CCCC(CNC(=O)c3ccc4c(c3)OCO4)C2)c2ccccc21 (stereo not drawn)
→ -2%	-2.1%	28%	-3%	-16	732	-0.9%	7%	16%	11%
[46] CCc1noc(C)c1C(=O)Nc1nnc(C2CCCCC2)s1
→ 9%	-1.5%	-2%	0%	-20	721	3.5%	27%	9%	0%
[47] CCN(CCn1cccn1)C(=O)c1cc(COc2cccc3cccnc23)on1
→ 0%	-3.0%	-3%	1%	-2	718	1.2%	22%	1%	0%
[48] O=[N+]([O-])c1cc(C(F)(F)F)ccc1N1CCC(O)CC1
→ 3%	-9.1%	-3%	-4%	-4	708	-3.6%	-9%	2%	1%
[49] Cc1ccc(N(CCCCN2C(=O)c3ccccc3C2=O)C(=O)c2cccs2)cc1
→ -2%	1.2%	6%	-2%	x	x	-1.7%	-2%	0%	0%
[50] NNc1nc2c(Cl)ccc(Cl)c2s1
→ 1%	-1.1%	-13%	10%	-4	600	0.5%	48%	6%	54%
[51] COCC(C)NC(=O)CCSc1nc(-c2ccc(OC)cc2)cc(C(F)(F)F)n1 (stereo not drawn)
→ 1%	-2.2%	22%	-1%	-4	730	-1.6%	-6%	1%	-6%
[52] O=C(NCc1ccccn1)c1ccc(COc2ccc(Cl)cc2)o1
→ -5%	-2.5%	0%	-4%	6	700	0.5%	11%	-2%	6%
[53] C/C(=N\O)C(C)(C)Nc1cccc(F)c1
→ 4%	x	-1%	-5%	4	699	x	-6%	-1%	-4%
[54] CC(NC(=O)C1CCCN1S(=O)(=O)c1ccccc1)c1ccccc1 (stereo not drawn)
→ x	x	12%	-7%	5	917	x	14%	x	-5%
[55] CCOc1[nH]n(-c2ccccc2)c(=O)c1C=Nc1ccccc1
→ 2%	-1.0%	-3%	10%	0	700	x	1%	8%	-3%
[56] CCOC(=O)c1c(S(=O)(=O)NCC(=O)Nc2ccc(F)cc2F)c(C)n(C)c1C
→ x	x	18%	-7%	18	748	x	6%	x	-2%
[57] Cc1ccc(-c2nnc(NCc3ccccc3)c3ccccc23)cc1
→ -6%	-6.4%	-15%	2%	14	691	-3.3%	1%	3%	-1%

Bioassay records deposited in PubChem by several laboratories.

A portion of the library; the hit share may differ from the screen's.
